GSIS activator = GLuc luminescence reporter in INS-1E cells, primary screen for activators of glucose-dependent secretion of insulin | AID 743287 | 370,000 compounds, 0.61% hits | INS-1E GLuc reporter insulin secretion, 2-3 h | activation, % at 16.6 µM;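 active = lowest replicate activation of at least 40%, so every replicate reaches that level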;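 also: 0% = median of neutral control wells and 100% = median of IBMX positive control wells; some compounds called inactive have numbers as strong as hits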
PGC1a acetyl inh = modulators of PGC1a acetylation; U2OS PGC1a acetylation, AlphaScreen anti-acetyl-lysine; with virally co-expressed GCN5 acetyltransferase; inhibition, % at 15.6 µM; 350,000 compounds, 0.17% hits;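 active = every replicate shows inhibition of at least 40%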;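 also: 0% = neutral control wells and 100% = positive control wells; some results beyond the cut were filed as inactive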
C2C12 statin = suppression of simvastatin myotoxicity; C2C12 myotubes + simvastatin, ATP luminescence, 48 h; scaled: DMSO 0, geranylgeraniol control 100; rescue of ATP level, % at 7.49 µM; 330,000 compounds, 0.78% hits; AID 602340;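 active = mean ATP rescue above about 67%, or every replicate alone reaching that limit, limit read from the data, passing the limit was not always enough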;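 also: myotubes were challenged with 10 µM simvastatin during compound exposure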
CFTR F508del cor = CFTR F508del correction in bronchial cells; 350,000 compounds, 0.36% hits; CFBE cells, YFP halide quenching; stimulated with forskolin plus potentiator P3; % fluorescence drop versus neutral controls; activity (quench increase), % at 7.58 µM; AID 720511;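 active = mean added fluorescence quench of at least 8% versus neutral control, with both replicates also reaching 8%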;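 also: cells transiently co-express mutant CFTR-F508del with the halide-sensitive YFP; corrector assay measuring rescue of mutant channel to the surface after 24 h compound exposure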
Cneo AK release = causes C. neoformans cell lysis. lysis activity, % at 15 µM. 360,000 compounds, 0.2% hits. adenylate kinase release luminescence, 4 h; normalised: neutral wells 0, clomiphene wells 100;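 active = mean lysis activity across replicates of at least 80%, whatever share of replicates individually reach that level; inactive = mean lysis activity below 80%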
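Material: C. neoformans cells; Schedule: 4 h static compound exposure, 37 °C, read 1 h post-reagent; Measured by: adenylate kinase release luminescence; Read-out: signal increase indicating cell lysis; Controls: Clomiphene as positive lysis control.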
PglD inh = blocks C. jejuni PglD acetyltransferase activity; purified PglD enzyme, DTNB colorimetric CoA detection; inhibition, % at 12.5 µM; 360,000 compounds, 0.098% hits; in the data active = inhibition above about 16%, passing the limit was not always enough; also: strong numbers were not always called active
miR-122 sensor = miR-122 inhibition in Huh7 cells. Huh7 miR-122 Renilla luciferase sensor, 48 h; neutral wells = 0, positive control = 100. activation (reporter increase), % at 12.5 µM. 340,000 compounds, 0.3% hits;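 active = mean replicate activation score at least 90 and every replicate individually at or above 90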;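 also: higher luciferase means less miR-122 activity so hits act as miR-122 inhibitors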
FN deposition inh = fibronectin deposition inhibition. 350,000 compounds, 0.086% hits. inhibition, % at 12.6 µM. AH1F fibroblasts, Alexa488-fibronectin deposition fluorescence, overnight;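 active = mean inhibition across replicates of 30% or more, regardless of how many single replicates reach that level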;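 also: positive control wells lacked labelled fibronectin entirely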
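material = AH1F fibroblast monolayer depositing Alexa488-labelled fibronectin into matrix | amount = 10000 AH1F cells/well | buffer or medium = DMEM plus 2% serum, read in PBS | incubation = 1 h cell adhesion before compound, then overnight fibronectin incubation | detection = fluorescence at 485 nm excitation, 525 nm emission | evaluation = percent inhibition as loss of matrix-bound fibronectin fluorescence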
The depositor's hits bear a star; · = not tested or not shown; & = joins results of further samples; [ ] = remark or other dose.

SMILES	GSIS activator	PGC1a acetyl inh	C2C12 statin	CFTR F508del cor	Cneo AK release	PglD inh	miR-122 sensor	FN deposition inh
CCN1CCN(CCCNC(=O)C(=O)c2c(C)[nH]c3ccccc23)CC1	-7	2	-4	-0.9	-1	0	6	-5
CCCCN1CCc2[nH]c(=S)[nH]c(=O)c2C1	1	-9	·	·	1	8	-1	·
O=C(Nc1ccc(S(=O)(=O)N2CCc3ccccc32)cc1)c1ccc2c(c1)OCO2	-27	-7	13	·	0	4	-3	·
COCC#Cc1ccc([C@H]2[C@H]3CN(C(=O)COC)CCCCN3[C@H]2CO)cc1	10	-4	·	0.3	-2	-1	4[16.7 µM]	·
C[C@@H]1CN([C@@H](C)CO)C(=O)c2c(c3ccccc3n2C)-c2ccccc2CO[C@@H]1CN(C)C(=O)[C@H]1CCCN1C	14	-1	-2	0.2	-4	1	·	13
COCC(=O)N1CC(=O)N2[C@H](C1)[C@@H](c1ccc(C#CC3CC3)cc1)[C@@H]2CO	20	3	·	7.7	·	·	·	0
O=S(=O)(Cc1ccccc1)N1CCCCN2[C@@H](CO)[C@@H](c3ccc(C#Cc4ccccc4)cc3)[C@@H]2C1	36	-18	·	2.2	1	-3	-9[16.7 µM]	·
COc1ccc2c3c([nH]c2c1)[C@@H](CO)N(Cc1ccncc1)CC31CN(Cc2ccc(-c3ccccn3)cc2)C1	-7	-10	·	-0.2	·	·	·	12
O=C(Cc1cccs1)NCCS(=O)(=O)N1CCN(c2cccc(Cl)c2)CC1	-19	·	2	-2.1	3	-2	·	-7
COc1ccc(Br)c(C(=O)OCC(=O)Nc2cc(C)on2)c1	·	6	2	1.2	-1	0	3	0
COC(=O)Cc1ccc(NC(=S)NCc2ccccc2Cl)cc1	·	·	·	3.4	0	-3	-5	-2
COCCNC(=O)c1cc(-c2ccc(-c3ccccc3)cc2)nc2ccccc12	0	-3	-13	9.9*	-1	-2	42	-2
CSc1ccccc1OCc1cc(C(=O)NCc2cnc(C)cn2)no1	31	·	·	1.7	0	-1	·	6
Cc1[nH]c(C)c(S(=O)(=O)NCc2ccc(F)cc2)c1C(=O)N1CCCC1	5	-9	-23	-1.7	-1	-2	6	6
COc1ccc(NC(=O)N(C)C[C@@H]2Oc3ccc(NC(=O)Nc4ccccc4)cc3CC(=O)N([C@H](C)CO)C[C@@H]2C)cc1	-8	8	-8	0.5	41	5	-6[16.7 µM]	-3
CCN(C[C@@H]1[C@@H](c2ccc(C3=CCCC3)cc2)[C@@H](CO)N1C(C)=O)C(C)=O	-8	-5	8	2.1	0	0	7[16.7 µM]	22
COc1cc2c(cc1OC)C(c1ccc([N+](=O)[O-])cc1)NCC2 (stereo unspecified)	9	13	-18	0.8	13	3	-1	4
CCC(=O)Nc1ccc(NC(=O)CSc2nc3cc4c(cc3cc2C)CCC4)cc1	·	-9	7	·	-1	-4	-4	-11
CCOC(=O)c1c(C)n(C)c2c1cc(OC(C)=O)c1ccccc12	9	11	-45	-0.4	-1	5	-2	-2
C[C@@H]1CN([C@H](C)CO)C(=O)Cc2cc(NC(=O)Nc3ccccc3)ccc2O[C@@H]1CN(C)Cc1ccccc1	-21	2	-52	-1.4	3	-1	-3[16.7 µM]	·
Cc1ccc2[nH]c(=O)c(C3=NN(C(=O)CCC(=O)O)C(c4cccs4)C3)c(-c3ccccc3)c2c1 (stereo unspecified)	-9	-5	0	-0.2	-1	5	-6	-3
COc1cccc(C(=O)Nc2ccc3c(c2)C(=O)N(C)C[C@@H](OC)[C@H](C)CN(CCc2ccccc2)[C@@H](C)CO3)c1	-49	-5	-15	-1.6	-2	-1	·	-7
Cc1ccccc1S(=O)(=O)Cc1ccc(C(=O)NCCCN2CCN(C)CC2)o1	·	7	-15	·	-1	3	-5	-7
COc1ccccc1CNC(=O)C1CCCN(S(=O)(=O)c2ccc3c(c2)CC(C)N3C(C)=O)C1 (stereo unspecified)	5	·	-2	-0.9	3	2	·	-7
C[C@@H]1CN([C@H](C)CO)C(=O)c2cc(NC(=O)Nc3ccc(F)cc3)ccc2O[C@@H]1CN(C)Cc1ccc(C(F)(F)F)cc1	-25	-3	-28	1.1	6	4	-9[16.7 µM]	·
CN(C)c1cc[n+](CC(=O)Nc2ccc(Cl)c([N+](=O)[O-])c2)cc1	0	-5	-317	1.4	2	-10	-1	-7
C=CCn1c(SCC(=O)N2CCOCC2)nc2scc(-c3ccco3)c2c1=O	·	-2	0	·	2	-6	-3	·
Cc1ccc(S(=O)(=O)N2CCN(Cc3ccco3)CC2)cc1C	22	-15	·	-10	1	4	-3	6
CN1c2ccc(C#Cc3cccnc3)cc2[C@H]2[C@H](CCN2S(=O)(=O)c2ccccc2F)[C@@H]1CO	11	-11	-48	3.8	31	-12	49[16.7 µM]	6
CNC(=O)C[C@H]1CC[C@H]2[C@H](COc3ccc(NC(=O)c4ccc5c(c4)OCO5)cc3C(=O)N2C)O1	-1	2	-11	-1.1	-8	0	62[16.7 µM]	-3
C=CCNC1=C(Cl)C(=O)c2ccccc2C1=O	15	·	·	-1.4	-2	4	7	4
CSc1nnc([C@H](C)NC(=O)OC(C)(C)C)o1	·	·	-10	·	0	-1	-8	4
CCOc1ccc2nc(NC(=O)COC)sc2c1	·	2	10	·	0	0	5	-1
O=c1c2c3c(sc2nc2sc(CN4CCOCC4)cn12)CCCC3	·	-17	·	·	2	-4	-3	·
C[C@H](CO)N1C[C@H](C)[C@H](CN(C)C(=O)Nc2ccccc2)Oc2ccc(NC(=O)Nc3ccc4c(c3)OCO4)cc2C1=O	-6	5	0	-1.0	-4	-1	6[16.7 µM]	·
COc1cccc(-n2nnc3c(=O)n(Cc4cccc(C)c4)cnc32)c1	-16	-3	8	-5.5	1	-2	-5	-4
COc1ccc(NC(=O)Nc2ccc3c(c2)CC(=O)N([C@H](C)CO)C[C@@H](C)[C@@H](CN(C)S(=O)(=O)c2cccs2)O3)cc1	-12	10	8	-3.3	0	4	-3[16.7 µM]	1
C[C@@H]1CN([C@H](C)CO)C(=O)CCCn2cc(nn2)CO[C@H]1CN(C)C(=O)Nc1ccc(-c2cccs2)cc1	-2&-4	-8	3&0	1.6&-0.1	0&2	-14&-2	-7	-8&-4
CC=Cc1ccc2n(c1=O)C[C@H]1[C@H](CO)[C@@H](C(=O)Nc3ccc(-c4ccccc4)cc3)N(C(C)=O)[C@@H]21 (mixture of isomers)	-15	·	16	-0.7	1	4	-2[16.7 µM]	·
CO[C@@H]1CC[C@H]2CCOc3ccc(C#N)cc3C(=O)N(C)[C@H](C)C(=O)N(C)C[C@H]1O2	5	·	-9	·	7	-4	·	2
COc1cc(SC)ccc1C(=O)Nc1ccc(Cl)cn1	-2	-6	-1	0.7	-3	-5	0	-12
COC(=O)c1ccccc1NC(=O)CSc1ncccn1	14	5	-5	1.3	·	·	·	-9
CCOC(=O)N1CCC(NC(=O)c2ccc3c(c2)N=C(CC)c2cc(C)ccc2S3)CC1	6	-8	-75	0.5	0	-2	3	2
Nc1c(C=C2C=CC(=O)C=C2)c(=O)nc2sc(CC(=O)N3CCCCC3)nn12	0	·	2	-1.6	1	-7	·	-2
CCOC(=O)Nc1cccc(OCC(=O)Nc2ccccc2OC)c1	2	-4	·	·	0	7	-8	6
COc1ccc(-c2nc3cc(C)ccn3c2NC(=O)c2c(F)cccc2Cl)cc1	8	-2	-8	0.7	-1	-6	2	2
COc1cccc(CN2CCCCN3[C@H](C2)[C@@H](c2ccc(C#Cc4cccnc4)cc2)[C@@H]3CO)c1	-14	-14	-12	1.3	1	11	-9[16.7 µM]	·
CO[C@H]1CN(C)C(=O)c2cc(NC(=O)NC3CCCCC3)ccc2OC[C@@H](C)N(CC2CCOCC2)C[C@H]1C	3	-10	-3	-0.6	-2	-1	·	-2

13 neighbouring records already listed:
SMILES	GSIS activator	PGC1a acetyl inh	C2C12 statin	CFTR F508del cor	Cneo AK release	PglD inh	miR-122 sensor	FN deposition inh
CCOc1ccc2nc(NC(=O)COC)sc2c1	·	2	10	·	0	0	5	-1
O=c1c2c3c(sc2nc2sc(CN4CCOCC4)cn12)CCCC3	·	-17	·	·	2	-4	-3	·
C[C@H](CO)N1C[C@H](C)[C@H](CN(C)C(=O)Nc2ccccc2)Oc2ccc(NC(=O)Nc3ccc4c(c3)OCO4)cc2C1=O	-6	5	0	-1.0	-4	-1	6[16.7 µM]	·
COc1cccc(-n2nnc3c(=O)n(Cc4cccc(C)c4)cnc32)c1	-16	-3	8	-5.5	1	-2	-5	-4
COc1ccc(NC(=O)Nc2ccc3c(c2)CC(=O)N([C@H](C)CO)C[C@@H](C)[C@@H](CN(C)S(=O)(=O)c2cccs2)O3)cc1	-12	10	8	-3.3	0	4	-3[16.7 µM]	1
C[C@@H]1CN([C@H](C)CO)C(=O)CCCn2cc(nn2)CO[C@H]1CN(C)C(=O)Nc1ccc(-c2cccs2)cc1	-2&-4	-8	3&0	1.6&-0.1	0&2	-14&-2	-7	-8&-4
CC=Cc1ccc2n(c1=O)C[C@H]1[C@H](CO)[C@@H](C(=O)Nc3ccc(-c4ccccc4)cc3)N(C(C)=O)[C@@H]21 (mixture of isomers)	-15	·	16	-0.7	1	4	-2[16.7 µM]	·
CO[C@@H]1CC[C@H]2CCOc3ccc(C#N)cc3C(=O)N(C)[C@H](C)C(=O)N(C)C[C@H]1O2	5	·	-9	·	7	-4	·	2
COc1cc(SC)ccc1C(=O)Nc1ccc(Cl)cn1	-2	-6	-1	0.7	-3	-5	0	-12
COC(=O)c1ccccc1NC(=O)CSc1ncccn1	14	5	-5	1.3	·	·	·	-9
CCOC(=O)N1CCC(NC(=O)c2ccc3c(c2)N=C(CC)c2cc(C)ccc2S3)CC1	6	-8	-75	0.5	0	-2	3	2
Nc1c(C=C2C=CC(=O)C=C2)c(=O)nc2sc(CC(=O)N3CCCCC3)nn12	0	·	2	-1.6	1	-7	·	-2
CCOC(=O)Nc1cccc(OCC(=O)Nc2ccccc2OC)c1	2	-4	·	·	0	7	-8	6

(continued)
SMILES	GSIS activator	PGC1a acetyl inh	C2C12 statin	CFTR F508del cor	Cneo AK release	PglD inh	miR-122 sensor	FN deposition inh
CCn1c(O)c(C=Nc2ccccc2)n(-c2ccccc2)c1=S	3	3	·	·	-1	-2	-8	·
C=C(C)c1cccc(C(C)(C)NC(=O)Nc2cc(C)ccc2OC)c1	·	-7	6	·	5	-5	8	3
COc1cccc(Nc2c(F)c(OC)c(F)c(F)c2C(=O)O)c1	·	1	1	·	4	-1	4	·
CC(=O)N1c2ccc(S(=O)(=O)N3CCC(C(=O)N4CCN(c5ccccc5)CC4)CC3)cc2CC1C (stereo unspecified)	-15	-4	3	-1.5	2	3	·	2
O=C(Nc1ccc(S(=O)(=O)Nc2ncccn2)cc1)c1ccccc1NS(=O)(=O)c1ccc(Cl)cc1	2	8	·	1.4	-3	-2	2	-10
CC1CCC(NC(=O)c2nn(C)c3c2CSc2ccccc2-3)CC1 (stereo unspecified)	11	-12	-4	-0.2	3	-2	11	-8
COc1ccc(OC)c(S(=O)(=O)N2CCC(C(=O)NCCc3ccc(OC)c(OC)c3)CC2)c1	·	-18	13	·	3	-7	0	·
CCn1c(CSc2nc(C)cc(C)n2)nnc1SCC(=O)N1CCCc2ccccc21	·	7	2	·	0	-5	-2	-6
CC(NC(=O)CCNC(=O)c1ccc(C(C)(C)C)cc1)c1ccccc1 (stereo unspecified)	·	5	2	3.1	-4	-4	·	-6
